RmlCD inh 1536 – blocks M. tuberculosis RmlC and RmlD coupled enzymes; P9WH09+P9WH11; RmlC+RmlD coupled enzyme assay, percent inhibition; primary screen in compound mixtures; inhibition, % at 3.6 µM; hit rate 0.03% among 160,000; AID 1533; in the data active = inhibition mostly above about 34%, no sharp cut-off; also: some results filed as inactive read as strong as hits
Target sequence (P9WH09 whole entry, looked up): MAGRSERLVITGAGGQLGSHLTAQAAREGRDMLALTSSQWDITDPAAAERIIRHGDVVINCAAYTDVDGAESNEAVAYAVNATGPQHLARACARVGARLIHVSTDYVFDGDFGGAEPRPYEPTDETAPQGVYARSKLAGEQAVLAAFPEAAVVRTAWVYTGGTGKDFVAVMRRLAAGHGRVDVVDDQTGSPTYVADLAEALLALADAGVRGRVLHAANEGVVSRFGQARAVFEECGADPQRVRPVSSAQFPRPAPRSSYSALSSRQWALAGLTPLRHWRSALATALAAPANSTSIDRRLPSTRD
Target sequence (P9WH11 whole entry, looked up): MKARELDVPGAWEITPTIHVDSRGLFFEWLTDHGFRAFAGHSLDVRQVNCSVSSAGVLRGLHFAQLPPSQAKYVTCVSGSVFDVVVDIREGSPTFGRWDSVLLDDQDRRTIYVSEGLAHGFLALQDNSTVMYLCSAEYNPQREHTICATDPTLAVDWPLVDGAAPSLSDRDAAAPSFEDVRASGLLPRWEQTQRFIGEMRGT
M. tuberculosis GlmU – inhibition of mycobacterial GlmU enzyme – biochemical, glucosamine-1-phosphate acetyltransferase (AID 1376) | M. tuberculosis GlmU acetyltransferase enzyme assay; higher % means a stronger effect | one-dose inhibition, %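 (tested at 30 µM in the primary screen)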; IC50 in µM for titrated hits | hit rate 0.25% among 220,000; in the data active = inhibition above about 13%;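 also: 0% = complete reaction with vehicle and 100% = reaction without substrate; strong numbers were not always called active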
* hit, by the source's call; . = no result given; & = joins results of further samples. An excerpt; rates above refer to the full screens.

SMILES	RmlCD inh 1536	M. tuberculosis GlmU
COc1cc2c(cc1/C=C/[N+](=O)[O-])OCO2	-2	.
O=C(O)c1cccc(C(=O)Nc2cccc(NC(=O)C3CCCO3)c2)c1 (centres undefined)	.	2.8%
Cn1cnc(NCc2ccccc2)c1[N+](=O)[O-]	-7	0.8%
O=C(CC1(O)C(=O)Nc2cc(Cl)cc(Cl)c21)c1ccncc1 (centres undefined)	-5	1.0%
Cc1cc(C)c(NC(=O)c2sc3nc(C)[nH]c(=O)c3c2C)c(C)c1	.	-3.6%
CCOc1ccccc1N=c1oc2cc(O)ccc2cc1C(=O)NCC1CCCO1 (centres undefined)	50	7.3%
CCOc1ccc(-c2cn3ccccc3n2)cc1	2	3.2%
CC12C=CC3(O1)C(C(=O)N(c1cccnc1)C3C(=O)NC1CCCCC1)C2C(=O)Nc1ccccc1 (centres undefined)	21	-2.6%&4.6%
CC(C)(C)NC(=O)C(=O)NNC(=O)c1cccc(Br)c1	8	1.7%
CC(Cc1cccs1)NC(=O)NC1CCCCC1 (centres undefined)	.	9.5%
CC(C)(Cc1nc2ccccc2[nH]1)C(=O)O	24	-1.4%
CC(/C=C/c1ccccc1)=N/NC(=O)C(O)c1ccccc1 (centres undefined)	8	3.6%
Nc1ncnc(NC2CCS(=O)(=O)C2)c1[N+](=O)[O-] (centres undefined)	6	.
Cc1cc(C(=O)COc2ccc3ccc(=O)oc3c2)c(C)n1C	-36	-3.8%
COC(=O)CN(c1ccccc1)S(=O)(=O)c1ccccc1	.	5.5%
O=C1OCC/C1=C\OCCCO/C=C1\CCOC1=O	-2	-6.8%
CCOC(=O)C1CCN(Cc2cc(C(C)C)c(O)c(C(C)C)c2)CC1	3	7.1%
CCOC(=O)/C(C#N)=C/c1ccc(SC)cc1	9	0.2%
Cc1ccccc1OCC(=O)NNC(=O)CCc1ccccc1	-9	-6.0%
COC(=O)c1[nH]c2cccc(OC)c2c1NC(=O)CCN1CCC(C)CC1	-4	2.7%
CN(Cc1ccccc1)S(=O)(=O)c1cccc(C(=O)O)c1	-2	-0.9%
Cc1nnc(SCC(=O)N2CCN(c3ccccc3)CC2)n(N)c1=O	3	-4.6%
CNC(=S)N/N=C(\C)c1ccc(Cl)s1	107	1.9%
CCOc1cccc(C2C(C#N)=C(N)Oc3cc(C)oc(=O)c32)c1OCC (centres undefined)	.	0.4%
CCOC(=O)N1CCN(C(=O)c2cn(CC)c3ccc(S(=O)(=O)N4CC(C)CC(C)C4)cc3c2=O)CC1 (centres undefined)	7	-4.3%

Filtered by structure, those above containing an aryl methoxy group
SMILES	RmlCD inh 1536	M. tuberculosis GlmU
COc1cc2c(cc1/C=C/[N+](=O)[O-])OCO2	-2	.
COC(=O)c1[nH]c2cccc(OC)c2c1NC(=O)CCN1CCC(C)CC1	-4	2.7%

(further entries)
SMILES	RmlCD inh 1536	M. tuberculosis GlmU
O=S(=O)(c1ccc(Cl)cc1)n1c(Cc2ccccc2)nc2ccccc21	2	6.6%
Cc1cccc(NC(=S)NCCC(C)C)c1	4	2.5%
O=C1C(NS(=O)(=O)c2ccccc2)=C(N2CCN(c3ccc(F)cc3)CC2)C(=O)c2ccccc21	6	2.6%
NC(=O)CC[C@@H]1NC(=O)[C@H](CO)NC(=O)c2cc([N+](=O)[O-])cc(I)c2NCC[C@@H](C(N)=O)NC1=O	.	-0.3%
COc1ccc(C(=O)NNC(=O)c2ccc(S(=O)(=O)N3CCOCC3)cc2)cc1	3	-1.8%
O=[N+]([O-])c1cc(CSC2=NCCN2)ccc1O	-7	-0.6%
Cc1nc2ccc(NC(=O)c3ccc(Cl)s3)cc2s1	.	0.6%
COc1ccc(OC(C)C(=O)Nc2cccnc2)cc1 (centres undefined)	0	0.2%
O=C(CNC(=O)c1ccccc1)OC(C(=O)c1ccccc1)c1ccccc1 (centres undefined)	-5	0.5%
Cc1ccc(CCNc2ccc3ccccc3c2)cn1	.	9.3%
CC(C(=O)NCc1cccnc1)N1C(=O)c2ccccc2C1=O (centres undefined)	.	0.9%
COc1cccc2c1OCC(CN1CCN(Cc3ccccc3)C(CCO)C1)=C2 (centres undefined)	2	-3.6%
COC(=O)c1cccc(NC(=O)CCCOc2cccc(C)c2)c1	.	1.7%
CCc1ccc(C(=O)COC(=O)c2n[nH]c3ccccc23)cc1	9	7.2%
Cc1ccc(S(=O)(=O)N2CCC(C(=O)N3Cc4ccccc4C3)CC2)cc1	-2	0.3%
CCCc1nc2oc(C(=O)OCC)c(N)c2c2c1COC(C)(C)C2	13	-4.5%
CCC1C(=O)N(C)CCc2ccccc21 (centres undefined)	-19	3.1%
Cc1cccc(CS(=O)(=O)Cc2ccc(C(=O)NCCCN3CCCC3)o2)c1	12	-5.5%
Cc1c(NC(=O)COC(=O)c2cc3c4ccccc4n(C)c3s2)c(=O)n(-c2ccccc2)n1C	-5	0.8%&0.5%
NC1=NC(c2cccnc2)n2c(nc3ccccc32)N1 (centres undefined)	8	5.3%
Cc1ccc2[nH]c(=O)c(CN(Cc3cccnc3)Cc3nnnn3CC3CCCO3)cc2c1 (centres undefined)	5	2.7%
Cc1cccc(S(=O)(=O)CC(=O)Nc2nc(-c3ccccc3)cs2)c1	.	-3.2%
O=C(NC(=S)NCCc1ccccc1)c1ccccc1	.	0.5%
N/C(=N\OC(=O)CCCOc1ccccc1)c1cccc(Br)c1	13	-4.0%
CCCCCCCCCCNC(=O)CCn1[nH]c(=O)c2ccccc2c1=O	.	1.4%

Two compounds picked at random from the list so far:
SMILES	RmlCD inh 1536	M. tuberculosis GlmU
Cc1ccc2[nH]c(=O)c(CN(Cc3cccnc3)Cc3nnnn3CC3CCCO3)cc2c1 (centres undefined)	5	2.7%
NC(=O)CC[C@@H]1NC(=O)[C@H](CO)NC(=O)c2cc([N+](=O)[O-])cc(I)c2NCC[C@@H](C(N)=O)NC1=O	.	-0.3%

Remaining list, next part.
SMILES	RmlCD inh 1536	M. tuberculosis GlmU
CCc1ccc(NC(=O)Cc2c(C(=O)O)n(C)c3ccccc23)cc1	-4	-4.4%
CCc1ccc(-n2c(O)c(/C=N/N3CCCCC3c3cccnc3)c(=O)[nH]c2=O)cc1 (centres undefined)	.	-0.9%
Cc1ccc(NC(=O)COC(=O)CN2C(=O)c3ccccc3C2=O)cc1S(=O)(=O)N(C)C	8	-7.4%
Cc1ccc(Nc2nc(Cl)c(C=O)s2)cc1	.	-3.1%
Cc1cnc(C(=O)Oc2c(C)ccc(C)c2C)cn1	8	4.8%
COc1cc(C=O)c(Br)cc1OCc1ccc(C)cc1	14	-0.7%
Cc1nc2c(C)cccc2c2c1CCS2	-4	0.5%
CN(c1ccc(OCC(=O)NCc2cccnc2)cc1)S(=O)(=O)c1ccc(Cl)cc1	6	4.9%
Nc1ccc2nc(-c3cc(Cl)c(N)c(Cl)c3)[nH]c2c1	.	2.4%
Cc1ccc(-c2nnn(CC(=O)N(c3cccc(O)c3)C(C(=O)NC(C)(C)C)c3cccs3)n2)o1 (centres undefined)	.	-3.3%
Oc1cccc(C2c3[nH]c4ccccc4c3CCN2Cc2ccoc2)c1 (centres undefined)	-5	2.1%
CN(C)CC(C(=O)c1ccccc1)c1ccccc1 (centres undefined)	6	-6.0%
Nc1cccc(-c2cc(-c3ccccc3)nc(-c3cccc(N)c3)n2)c1	-7	0.2%
COC(=O)c1cn(NC(=O)c2cccc(N(C)C)c2)c(=O)c2ccccc12	8	0.7%
Cc1nnc(SCC(=O)N2CC(=O)Nc3ccccc32)n1-c1ccccc1	.	1.7%
COc1ccc(Cl)cc1N1C(=O)/C(=C\c2sccc2C)N=C1SCC(=O)NC1CC1	.	-1.9%
Cc1ccccc1NC(=O)NC(N)=O	12	4.4%
Cc1ccc(C(=O)O)cc1N1CCCC1=O	34	3.0%
CO/C=C\C=C/c1nnn(-c2ccc(Cl)cc2)n1	.	-6.0%
O=C(COc1ccccc1[N+](=O)[O-])Nc1ccc2c(c1)OCO2	.	-3.4%
Cc1ccc(OCC(=O)NC(=S)Nc2cccc(NC(=O)c3ccccc3Cl)c2)cc1	.	1.4%
Cc1[nH]c2ccc(F)cc2c1CCN(Cc1cccnc1)C(=S)Nc1cccc(F)c1	4	-4.4%
COc1ccccc1-c1cc(C(=O)N2CCCCC2)no1	-6	2.2%
COc1ccccc1NC(=O)CSc1nnc(CNC(=O)c2ccco2)o1	6	4.3%
CC(=O)N1CCN(c2ccc([N+](=O)[O-])cc2C=C2C(=O)NC(=O)NC2=O)CC1	28	-1.7%

Whole records, quoted from the list. Screens in order: RmlCD inh 1536 | M. tuberculosis GlmU
Profile of COC(=O)c1cn(NC(=O)c2cccc(N(C)C)c2)c(=O)c2ccccc12 : 8 | 0.7%
Profile of CC(/C=C/c1ccccc1)=N/NC(=O)C(O)c1ccccc1 (centres undefined) : 8 | 3.6%
Profile of Cc1cc(C)c(NC(=O)c2sc3nc(C)[nH]c(=O)c3c2C)c(C)c1 : . | -3.6%

Other compounds follow.
SMILES	RmlCD inh 1536	M. tuberculosis GlmU
Nc1ccc2nc3c(=O)n(CCc4ccccc4)c(=O)[nH]c3nc2c1	-10	4.4%
COc1cc(C(=S)N2CCOCC2)cc(OC)c1OC	22	1.7%
CCCNc1nc2ccccc2c(=O)[nH]1	.	-1.3%
CCN1CCN(C(CNC(=O)c2ccc3c(c2)OCO3)c2cccnc2)CC1 (centres undefined)	.	0.6%
CCOC(=O)c1sc(NC(=O)C2CC2)cc1C	6	6.9%
COc1ccccc1N1CCN(Cc2ccc(Br)s2)CC1	-3	0.5%
COc1cccc(C(=O)Nc2ccc(F)cc2F)c1	.	-4.1%
Cc1ccc(-n2ncc3c(=O)n(CC(=O)OCc4ccccc4)cnc32)cc1	2	4.9%
O=C(Nc1cc(Cl)cc(Cl)c1)c1coc(=O)c(Br)c1	7	-0.3%
CN1CCN(C(=O)C2(NC(=O)NCc3ccccc3)CCCCC2)CC1	-15	1.3%
CCCCS/C(=C(/C#N)C(N)=O)c1cc2c([nH]1)CCCC2	-7	-10%
Cc1nn(-c2ccccc2)c(N2CCCC2)c1/C=N/NC(=O)c1cc2ccccc2cc1O	5	-3.3%
NC(=S)N/N=C/c1coc2ccc(F)cc2c1=O	-4	-3.1%
COc1ccccc1CC(=O)Nc1ccccc1C(=O)O	.	2.0%
Cc1cccc(C)c1NC(=O)COC(=O)CCC(=O)c1cccs1	-11	1.4%
CC(C)(C)NC(=O)N1CCC(CO)(Cc2ccccc2Cl)CC1	-8	1.0%
COc1cccc2c1O[C@H]1C(=O)CC[C@H]3CN(C)CCC231 (some centres undefined)	.	2.5%
Cc1[nH]n(-c2ncc(-c3ccccc3)s2)c(=O)c1C(c1ccc(Cl)cc1)C(C#N)C#N (centres undefined)	-2	4.0%
Cc1ccc2[nH]c(=O)c3cc(C(=O)NCCN4CCN(C)CC4)sc3c2c1	8	-0.1%
COCCNC(=O)/C(C#N)=C/c1cc(C)n(-c2ccc(C)cc2)c1C	4	6.5%
COC/C=C/C1=CC2=CC(=O)C(C)(OC(=O)c3cnc4ccccc4n3)C(=O)C2=CN1CCCOC(C)C (centres undefined)	.	-6.1%
COc1ccc(/C(N)=N/OC(=O)CCc2ccccc2)cc1OC	-7	0.8%
Cc1cc(C)cc(N(CC(=O)NC2CCCC2)C(=O)C2(C)CC(=O)N=C3C=CC=CN32)c1 (centres undefined)	.	1.9%
COC(=O)c1ccc(C2c3c(oc4ccccc4c3=O)C(=O)N2CCCN2CCOCC2)cc1 (centres undefined)	-2	.
Cc1cc(-c2nnc3n2N=C(c2ccc(F)cc2)CS3)n[nH]1	-14	4.0%
(cont.)
SMILES	RmlCD inh 1536	M. tuberculosis GlmU
CCOc1cc(S(=O)(=O)NCc2ccc3c(c2)OCO3)c(C)cc1C	.	0.4%
Fc1ccc(Nc2nc(-c3ccncc3)nc3ccccc23)cc1	-14	-1.7%
COc1ccc2c(c1)Sc1ccccc1N2	-17	3.7%
Cn1c(CCNC(=O)c2ccc(F)cc2)nc2ccccc21	3	0.9%
CN(C1CCCCC1)S(=O)(=O)c1ccc(NC(=O)Cn2nc(-c3ccc(F)cc3)ccc2=O)cc1	-6	-0.2%
C[C@H]1C[C@H]2[C@@H]3CCC4=CC(=O)C=C[C@]4(C)[C@@]3(F)[C@@H](O)C[C@]2(C)[C@@]1(O)C(=O)CO	.	3.6%
Cc1ncccc1C(=O)N1CCCC(C(=O)c2ccc3c4c(cccc24)CC3)C1 (centres undefined)	-6	-7.6%
COc1ccc(OC)c(C(=O)C2COC(=O)C2)c1 (centres undefined)	.	-2.6%
Cc1ccc(N2OC3C(=O)NC(=O)C3C2c2ccco2)cc1 (centres undefined)	-8	8.1%
O=C(Nc1nnc(N2CCCCCC2)s1)c1cc(-c2ccc(Br)cc2)on1	28	-1.1%
COc1cccc(NC(=O)c2cccc(OC)c2OC)c1	-1	0.5%
Cc1cccc(OCCCCCNCCO)c1	.	2.2%
CCCc1ncc(C(O)(c2ccccc2)c2ccc(C)cc2)n1C (centres undefined)	6	-1.2%
O=C(Nc1ccc(C2CC2(Cl)Cl)cc1)c1ccccc1Br (centres undefined)	-10	2.0%
O=C(Cn1cnc2c(oc3ccccc32)c1=O)NCC1CCCO1 (centres undefined)	9	3.3%
O=C(Cn1cc(C(F)(F)F)ccc1=O)N/N=C/c1ccc(Cl)c(Cl)c1	-6	0.2%
COc1ccc(OCC(=O)Nc2cccc(-c3nc4ccccc4o3)c2)cc1	-11	-6.4%

Of the compounds above, these have two or more sulfur atoms.
SMILES	RmlCD inh 1536	M. tuberculosis GlmU
CNC(=S)N/N=C(\C)c1ccc(Cl)s1	107	1.9%
Cc1nc2ccc(NC(=O)c3ccc(Cl)s3)cc2s1	.	0.6%
Cc1cccc(S(=O)(=O)CC(=O)Nc2nc(-c3ccccc3)cs2)c1	.	-3.2%
COc1ccc(Cl)cc1N1C(=O)/C(=C\c2sccc2C)N=C1SCC(=O)NC1CC1	.	-1.9%
